Nrf2 inh – Nrf2 pathway inhibition. A549 ARE-Fluc reporter, luciferase luminescence, 18-24 h. 360,000 compounds, 2.1% hits. Potency, µM (titrated, usually from 46 µM), inactives show top-dose activity change, negative = inhibition, hits mostly inhibitors; further: potency means the concentration at half of the fitted maximal effect; on the % scale 0 is the no-effect control and ±100 the full control effect; nearly all actives have a fitted effect of over 60% in size
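Concentration-response testing used A549 ARE_Fluc cells at 5000 cells/well. Following an 18-24 h compound incubation, viability was read by fluorescence (Ex 405/Em 525) and luciferase output by luminescence.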
A549 tox – counter-screen for Nrf2 inhibitors: cytotoxicity in A549 cells; A549 ARE-Fluc cells, CellTiter-Fluor viability, 18-24 h; Potency, µM (highest dose often 46 µM), inactives show top-dose activity change, negative = cytotoxicity, hits mostly inhibitors; 390,000 compounds, 0.16% hits; AID 504648; further: potency means the concentration at half of the fitted maximal effect; on the % scale 0 is the no-effect control and ±100 the full control effect
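Cytotoxicity counterscreen: CellTiter-Fluor fluorescence was measured in A549 ARE_Fluc cells after 18-24 h of compound exposure in a concentration series. The subsequent BugLite luminescent read reports ARE-luciferase activity.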
S2 tox – reduces viability in counter-screen for ATXN expression inhibitors. 400,000 compounds, 0.49% hits. Potency, µM (top dose mostly 56.7 µM), most hits filed as cytotoxic. AID 651635. S2 cells (HEK-293 line with an ATXN2-luciferase reporter) viability, CellTiter-Fluor protease fluorescence, 24 h; further: potency means the concentration at half of the fitted maximal effect; nearly all actives have a fitted effect of over 40% in size
ATXN2 expr inh – reduces ATXN2 reporter expression in HEK-293 cells | HEK-293 ATXN2-luciferase reporter, luminescence, 24 h | AID 1745845 | 360,000 compounds, 0.72% hits | Potency, µM (titrated, usually from 57 µM), for inactives: top-dose activity change, negative = inhibition, usual class: inhibitors; further: potency means the concentration at half of the fitted maximal effect; on the % scale 0 is the no-effect control and ±100 the full control effect; nearly all actives have a fitted effect of over 55% in size
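qHTS (up to 57 uM final) was run with 24 h compound exposure of reporter cells at 37 °C. Each well was multiplexed: SteadyGlo luminescence measured ATXN2-luciferase expression after a fluorogenic Gly-Phe-AFC viability readout (25 uM final).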
HepG2 viability – counter-screen for TGF-b inhibitors: cytotoxicity in HepG2 cells. Potency, µM (doses to about 46.1 µM), inactives show at the highest dose activity change, negative = cytotoxicity, actives largely listed as cytotoxic. AID 588856. HepG2 CAGA-GFP viability, ATP luminescence, 18 h. 410,000 compounds, 0.76% hits; further: potency means the concentration at half of the fitted maximal effect; some results filed as inactive show a strong effect at the top dose
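CellTiter-Glo luminescence gave cytotoxicity after 18 hours at 37 degrees C. The cells were HepG2 CAGA-GFP in 1% FBS DMEM, stimulated with 500 pg/mL TGF-beta after compound addition. %Activity was normalised to no-cell wells (complete cell-killing) and DMSO (no toxicity), and curves were fitted and classified.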
IL-2 act – activators of IL-2. IL-2 activation reporter assay, cell-based qHTS; stimulated with anti-CD3/CD4/CD28 beads; in transgenic mouse T cells. activation, % (series mostly up to about 46 µM). 360,000 compounds, 0.065% hits. AID 652025; in the data active means activation above about 50%; inconclusive means mostly about 30% to 49%; further: 0% is about no effect
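EGFP and DsRed fluorescence is measured by plate cytometry in unstimulated transgenic mouse T cells exposed to compound for 60 minutes, then stimulated 18 hours at 37 degrees C with anti-CD3/anti-CD4 beads plus anti-CD28.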
EPAC2 ag – activates human EPAC2 exchange factor; EPAC2 activation, biochemical qHTS; response scale: 100% = 6.5 mM cAMP response; Q8WZA2; Potency, µM (doses to about 154 µM), for inactives: at the top dose activation, usual class: activators; 360,000 compounds, 0.079% hits; further: potency means the concentration at half of the fitted maximal effect; nearly all actives have a fitted effect of over 50% in size
Target sequence (Q8WZA2 whole entry, looked up): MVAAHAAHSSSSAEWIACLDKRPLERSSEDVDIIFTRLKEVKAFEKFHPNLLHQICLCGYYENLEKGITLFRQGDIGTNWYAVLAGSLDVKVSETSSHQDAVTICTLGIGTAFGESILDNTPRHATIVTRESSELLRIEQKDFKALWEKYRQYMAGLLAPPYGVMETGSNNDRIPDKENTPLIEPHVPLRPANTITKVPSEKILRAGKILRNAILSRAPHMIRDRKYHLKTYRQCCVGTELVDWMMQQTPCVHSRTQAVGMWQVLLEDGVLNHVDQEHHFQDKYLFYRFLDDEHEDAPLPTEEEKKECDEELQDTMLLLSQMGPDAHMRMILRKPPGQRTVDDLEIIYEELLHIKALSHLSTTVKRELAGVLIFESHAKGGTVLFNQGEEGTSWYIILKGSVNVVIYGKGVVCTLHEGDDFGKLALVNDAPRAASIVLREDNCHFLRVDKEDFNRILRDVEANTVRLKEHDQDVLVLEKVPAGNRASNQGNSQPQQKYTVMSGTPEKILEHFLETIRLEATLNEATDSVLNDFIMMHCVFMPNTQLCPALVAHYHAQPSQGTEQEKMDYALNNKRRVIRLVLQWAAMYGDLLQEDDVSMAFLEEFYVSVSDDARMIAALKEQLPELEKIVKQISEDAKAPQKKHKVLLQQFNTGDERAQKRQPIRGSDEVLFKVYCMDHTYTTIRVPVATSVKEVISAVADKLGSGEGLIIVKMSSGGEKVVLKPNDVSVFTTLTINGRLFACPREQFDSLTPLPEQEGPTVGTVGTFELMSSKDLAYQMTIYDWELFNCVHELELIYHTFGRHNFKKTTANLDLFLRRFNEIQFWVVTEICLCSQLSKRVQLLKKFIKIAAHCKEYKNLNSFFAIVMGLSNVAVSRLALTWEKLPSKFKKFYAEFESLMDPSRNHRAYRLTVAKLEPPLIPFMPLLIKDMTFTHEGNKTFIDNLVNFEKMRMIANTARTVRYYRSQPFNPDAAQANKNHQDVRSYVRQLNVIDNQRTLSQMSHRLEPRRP
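Compounds were added across a concentration range to EPAC2 (100 nM), RAP1B-BODIPY-GDP (250 nM) and GDP (50 uM). After 5 min at room temperature, fluorescence was recorded at 5-min intervals for 30 min.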
TGFb inhibitor – blocks TGF-b signaling; AID 588855; HepG2 CAGA-GFP TGF-b/SMAD3 reporter, GFP fluorescence, 18 h; TGF-beta stimulated, 500 pg/mL final; Potency, µM (top dose mostly 46.1 µM), for the others: at the top dose activity, negative = inhibition, most hits filed as inhibitors; 410,000 compounds, 1.2% hits; further: potency means the concentration at half of the fitted maximal effect; on the % scale 0 is the no-effect control and ±100 the full control effect; nearly all actives have a fitted effect of over 65% in size
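Read-out: total well GFP (ex488/em500-530) summed from mean per-cell fluorescence. Cells: HEPG2 CAGA-GFP, 1% FBS DMEM, 18 h at 37 degrees C with 500 pg/mL final TGF-beta. Unstimulated wells served as the full-inhibition control; stimulated DMSO wells = 0%.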
Nrf2 ARE act – activates Nrf2 signaling; AREc32 ARE-luciferase reporter (MCF7-derived line), luminescence, 24 h; Potency, µM (doses to about 46.1 µM), without a hit: top-dose activation, usual class: activators; 410,000 compounds, 0.31% hits; further: potency means the concentration at half of the fitted maximal effect; % of control where 0% means no effect; nearly all actives have a fitted effect of over 65% in size
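AREc32 cells carrying an ARE-driven firefly luciferase reporter were seeded at 1000 cells/well in OPTI-MEM with 5% FBS, then exposed to compound for 24 hr at 37 deg C. Luminescence was read with Steady-Glo after 30 min at RT.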
Active calls of the source: *; i = inactive; u = inconclusive; x = not tested or not shown; & = joins results of further samples; [ ] = dose if it differs, or a comment. Unless noted, the call rests on the fitted dose curve; in most records, active means well fitted curve in the direction sought with a large enough effect; inconclusive means small, poorly fitted or top-dose-only effect, or another doubt; inactive means no such curve, though single readings can be large; an effect the other way counts as inactive or inconclusive.

1	O=S(=O)(NCC1CCCO1)c1cnc(Cl)c(Br)c1 (stereo not drawn)
2	Cc1cccc(C)c1NC(=O)C1(C)CCC(=O)N1CCCn1ccnc1 (stereo not drawn)
3	O=C(NCc1ccccc1Cl)C1CCC(CNc2c(N3CCCCC3)c(=O)c2=O)CC1 (stereo not drawn)
4	CCN(CC)C(=O)C(=O)Nc1ccc(OC)c(Cl)c1
5	COc1ccc(N2CCN(Cc3nnc(-c4cccc(Br)c4)o3)CC2)cc1
6	N#Cc1ccc(OCC(=O)N2CCc3ccccc32)cc1
7	CCN1C(=O)/C(=C/c2cccs2)SC1=Nc1ccc(OC)cc1
8	Cc1c(Cl)cccc1NC(=O)CCC(=O)NNC(=O)c1ccccc1

Compound,1,2,3,4,5,6,7,8
EPAC2 ag,5%,1%,1%,2%,x,1%,8%,7%
TGFb inhibitor,3%,-6%,5%,2%,14%,-3%,7%,-12%
ATXN2 expr inh,-1%,10%,4%,-10%[11.3 µM],4%,39%[activator],-6%,1%
S2 tox,u,i,i,i,i,i,u,i
A549 tox,-8%,x,1%,1%,2%,5%,1%,10%
HepG2 viability,-2%,-2%,-6%,-1%,10%,-8%,-12%,-15%
IL-2 act,-2.3,1.1,1.7,2.6,x,-1.9,-0.3,-0.2
Nrf2 ARE act,9.3%,-1.2%,-0.1%,3.1%,-0.2%,2.8%,0.1%,-0.7%[9.22 µM]
Nrf2 inh,-13%,x,-25%,u,11%,8%,2%,-5%

The final four records of the section above open the next one:
5	COc1ccc(N2CCN(Cc3nnc(-c4cccc(Br)c4)o3)CC2)cc1
6	N#Cc1ccc(OCC(=O)N2CCc3ccccc32)cc1
7	CCN1C(=O)/C(=C/c2cccs2)SC1=Nc1ccc(OC)cc1
8	Cc1c(Cl)cccc1NC(=O)CCC(=O)NNC(=O)c1ccccc1
9	Cc1cccc(N2C(=O)CS/C2=N\NC(=O)c2ccc(Br)cc2)c1C
10	NC(=O)CN(c1ccc(Oc2ccccc2)cc1)S(=O)(=O)c1ccccc1
11	COc1ccc(S(=O)(=O)N2CCN(C(=O)C3COc4ccccc4O3)CC2)cc1 (stereo not drawn)
12	COc1ccc(C(=O)NCCCCCC(=O)N/N=C/c2ccco2)cc1OC
13	O=C1C2C3CC(C2C(=O)N1c1cccc(Cl)c1)[C@H](O)C3O (stereo partly drawn)
14	CC(C)CCN(C(=O)Nc1ccccc1)C(C)c1cccs1 (stereo not drawn)
15	Cc1cc(C)cc(-n2ccnc2SCC(=O)Nc2ccc3c(c2)OCO3)c1
16	O=C(OCC1COC(c2ccccc2)(c2ccccc2)O1)c1ccccc1 (stereo not drawn)

Compound,5,6,7,8,9,10,11,12,13,14,15,16
EPAC2 ag,x,1%,8%,7%,14%,-3%,2%,1%,1%,12%,x,14%
TGFb inhibitor,14%,-3%,7%,-12%,35%,5%,2%,-5%,-4%,-5%&-20%,-7%,1%
ATXN2 expr inh,4%,39%[activator],-6%,1%,21%,-6%,-6%,-4%,-9%,0%,-8%,-2%
S2 tox,i,i,u,i,i,i,i,i,i,i,i,i
A549 tox,2%,5%,1%,10%,8%,-3%,-2%,1%,-4%,-1%&1%,6%,0%
HepG2 viability,10%,-8%,-12%,-15%,-5%,15%,1%,8%,11%,-27%&-11%,-17%,18%
IL-2 act,x,-1.9,-0.3,-0.2,1.1,-3.5,-0.2,-0.1,0.1,-3.3,x,-5.3
Nrf2 ARE act,-0.2%,2.8%,0.1%,-0.7%[9.22 µM],-0.1%,-0.7%,0.3%,-0.7%,-0.3%,-0.3%&-0.2%,-0.4%,0.1%
Nrf2 inh,11%,8%,2%,-5%,27%,-14%,-18%,10%,5%,10%,x,11%

Reprinted from the results shown (2 entries):
15	Cc1cc(C)cc(-n2ccnc2SCC(=O)Nc2ccc3c(c2)OCO3)c1
16	O=C(OCC1COC(c2ccccc2)(c2ccccc2)O1)c1ccccc1 (stereo not drawn)

Compound,15,16
EPAC2 ag,x,14%
TGFb inhibitor,-7%,1%
ATXN2 expr inh,-8%,-2%
S2 tox,i,i
A549 tox,6%,0%
HepG2 viability,-17%,18%
IL-2 act,x,-5.3
Nrf2 ARE act,-0.4%,0.1%
Nrf2 inh,x,11%

Further results
17	CCc1nc(SCC(=O)Nc2cccc(C(F)(F)F)c2)c2c(=O)n(C)c(=O)n(C)c2n1
18	O=[N+]([O-])c1cccc2c(N3CCOCC3)ccnc12
19	CSc1ncccc1C(=O)N1CCN(C(=O)c2ccccc2)CC1
20	CCOC(=O)N(Cc1ccccc1)Cc1ccc(C(=O)N[C@@H](Cc2ccccc2)C(=O)O)cc1
21	CCOc1ccc2nc(NC(=O)/C=C/c3ccc4c(c3)OCO4)sc2c1
22	Cc1ccc(S(=O)(=O)n2cnc3ccccc32)c(C)c1
23	CCCCCCOc1ccc(C2C(=O)N(C3CCCCC3)CC(=O)N2CCC)cc1 (stereo not drawn)
24	CCS(=O)(=O)N1CCN(C(=O)c2ccccc2[N+](=O)[O-])CC1

Compound,17,18,19,20,21,22,23,24
EPAC2 ag,-10%,6%,2%,13%,3%,8%,x,-2%
TGFb inhibitor,-6%,u,1%,-3%,-28%,-1%,-17%,23%
ATXN2 expr inh,-24%,-23%,-12%,-2%,-32%,1%,x,-10%
S2 tox,u,i,i,i,i,i,x,i
A549 tox,-7%,-6%,-2%,-1%,6%,0%,-14%,0%
HepG2 viability,-16%,-40%,-17%,-3%,6%,-14%,-7%,2%
IL-2 act,-2.3,0.8,0.2,-2.5,-2.2,0.4,x,-0.4
Nrf2 ARE act,0.2%,8.2%,-0.2%,-0.3%,2.7%,-0.4%,0.8%,-1.0%
Nrf2 inh,-11%,-6%,8%,-11%,-9%,-23%,x,18%

25	COc1ccc(C2CC(c3ccc(Cl)c(Cl)c3)Nc3nc(N)nn32)cc1 (stereo not drawn)
26	COc1ccc(N/C=C(\C#N)c2ccc(OCCCF)cc2)cc1
27	Cc1cc(=O)c2cc(C(=O)Nc3ccc(F)cc3)ccc2[nH]1
28	COc1cccc(NC(=O)[C@@H]2CCCN2C(=O)[C@@H]2Cc3ccccc3CN2C(=O)OC(C)(C)C)c1
29	COc1ccc(-c2csc(Nc3ccc(C)cn3)n2)cc1
30	C=CCc1c(O)c(CC)cc2c(C)cc(=O)oc12
31	Cc1cccc(-c2nnc(SCC(=O)N3CCCC3)o2)c1
32	CCCc1nc2ccccc2c(C(=O)OCC(=O)Nc2cccc(S(=O)(=O)N3CCOCC3)c2)c1CC

Compound,25,26,27,28,29,30,31,32
EPAC2 ag,2%,3%,x,1%,-1%,6%,10%,21%
TGFb inhibitor,0%,5%,19%,u,3%,4%,-1%,u
ATXN2 expr inh,-16%,0%,-16%,5%,41%[activator],6%,20%,u
S2 tox,i,i,i,i,i,x,i,i
A549 tox,7%,0%,11%,-1%,-20%,-1%,-6%,u
HepG2 viability,-3%,-11%,2%,3%,13%,-9%,-18%,-19%
IL-2 act,-3.9,-0.3,x,-1.2,3.6,0.4,1.0,-2.4
Nrf2 ARE act,-0.4%,-1.0%,-0.7%,0.3%,7.3%,0.4%,0.2%,-0.5%
Nrf2 inh,-1%,0%,u,11%,u,-30%,u,u

33	Cc1cccc(CC(=O)NCC(=O)NCc2cc(=O)n(C)c(=O)n2C)c1
34	CC[C@H](C)C(N)c1cn(C(CCCN=C(N)N)C(=O)N2CCNCC2)nn1 (stereo partly drawn)
35	CC(OC(=O)CCN=C1NS(=O)(=O)c2ccccc21)C(=O)NCc1ccccc1 (stereo not drawn)
36	COc1cccc2sc(N(CCCN(C)C)C(=O)c3ccc(S(=O)(=O)N4CCCc5ccccc54)cc3)nc12
37	O=C(NCC1CCCN(Cc2nccs2)C1)c1cccc2ccccc12 (stereo not drawn)
38	O=C(COC(=O)c1cccc(C(=O)OCC(=O)NC2CCCCC2)n1)NC1CCCCC1
39	COc1ccccc1-c1nc(-c2ccc(C(=O)O)cc2)no1
40	Cc1cccn2c(=O)c(/C=C(\C#N)C(=O)NCc3ccco3)c(N3CCCCC3)nc12
41	COc1ccc(OC)c(S(=O)(=O)NCCCc2ccccc2)c1

Compound,33,34,35,36,37,38,39,40,41
EPAC2 ag,-4%,4%,9%,11%,10%,0%,7%,-3%,5%
TGFb inhibitor,16%,0%,0%,u,-22%,-8%,5%,16%,-1%
ATXN2 expr inh,8%,0%,10%,u,3%,3%,9%,2%,-10%
S2 tox,i,i,i,u,i,i,i,u,i
A549 tox,4%,-5%,-4%,-2%,-1%,1%,1%,u,1%
HepG2 viability,15%,0%,1%,-100%,0%,6%,-29%,-17%,-1%
IL-2 act,-4.2,-0.5,-4.1,-4.8,-0.2,-0.6,-0.4,1.8,-0.3
Nrf2 ARE act,0.0%,-0.9%,-0.8%,-0.4%,-0.3%,-0.4%,0.4%,0.2%,-0.1%
Nrf2 inh,4%,5%,-3%,4%,-13%,0%,4%,u,-9%

High-throughput results from PubChem BioAssay.
